# FXIa single inh: human FXIa protease inhibitors, primary screen, biochemical, single compound per well; 33,000 compounds, 0.3% hits; inhibition, % at 10 µM; Coagulation factor XI (Homo sapiens), P03951; purified human FXIa, fluorogenic AMC substrate cleavage;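 active means inhibition above 40% in the primary screen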;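 further: 0% = enzyme without compound and 100% = blank wells lacking enzyme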
# FXIIa single: human FXIIa protease inhibitors, primary screen, biochemical, single well. inhibition, % at 10 µM. 33,000 compounds, 0.2% hits. Coagulation factor XII (Homo sapiens), P00748. purified human FXIIa, AMC substrate fluorescence, 2 h; in the data active means inhibition above about 30%;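 further: 0% = enzyme with vehicle only and 100% = no enzyme blank; many of its hits are not listed in these tables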
# Target sequence (P00748 20-372 limits assumed): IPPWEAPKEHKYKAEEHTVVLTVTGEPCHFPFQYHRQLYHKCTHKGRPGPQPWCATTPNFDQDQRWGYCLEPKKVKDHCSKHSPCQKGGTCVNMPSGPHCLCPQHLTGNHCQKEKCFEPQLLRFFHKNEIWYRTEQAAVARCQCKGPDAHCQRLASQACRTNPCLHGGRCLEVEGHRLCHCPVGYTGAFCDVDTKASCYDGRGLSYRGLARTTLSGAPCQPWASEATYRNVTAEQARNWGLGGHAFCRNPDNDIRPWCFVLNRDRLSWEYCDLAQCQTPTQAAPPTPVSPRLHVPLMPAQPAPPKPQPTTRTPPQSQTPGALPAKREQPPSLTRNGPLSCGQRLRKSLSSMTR
# Target sequence (P00748 373-615 limits assumed): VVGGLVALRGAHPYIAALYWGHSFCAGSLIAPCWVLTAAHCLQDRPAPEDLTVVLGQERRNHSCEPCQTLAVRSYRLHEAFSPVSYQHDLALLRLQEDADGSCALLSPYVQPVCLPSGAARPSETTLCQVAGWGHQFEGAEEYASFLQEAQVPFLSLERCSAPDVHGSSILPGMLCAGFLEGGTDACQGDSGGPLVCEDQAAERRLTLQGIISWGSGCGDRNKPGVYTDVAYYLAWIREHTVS
# * marks the source's active call; other numbers are inactive results. Not all compounds are listed; the hit share may differ from the screen's.
# Under each structure – FXIa single inh, FXIIa single
COc1ccc(S(=O)(=O)NCc2ccc(C(=O)O)cc2)cc1
    0, -6
COc1ccc(OC)c(NC(=O)C23CCC(C)(C(=O)O2)C3(C)C)c1 (stereo unspecified)
    1, 6
Cn1ncc2c(Nc3cccc4ccccc34)ncnc21
    5, 4
COc1ccc(CC(NC(C)=O)C(=O)NC2CCN(C(=O)Nc3ccccc3Cl)CC2)cc1OC (stereo unspecified)
    -1, -3
NC(=O)c1ccccc1NS(=O)(=O)c1ccc2c(c1)OCCO2
    1, 7
COc1ccc(C(=O)NCC(=O)OCC(=O)N2CC(C)CC(C)C2)cc1 (stereo unspecified)
    -4, 3
Cc1cc(C)cc(NC(=O)CSc2nnc(-c3ccccc3)n2N)c1
    0, 5
O=C(O)CC(=O)Nc1cc(Cl)ccc1O
    17, -2
Cc1c(C#N)c2ncn(Cc3ccccn3)c(=O)c2n1-c1ccccc1
    -5, 2
CCOC(=O)c1c(NC(=O)Cc2cccs2)sc(C(=O)NC2CCCC2)c1C
    -1, 5
Cc1nn(-c2ccccc2)c2sc(C(=O)NC3CCCCC3)cc12
    0, -58
COc1ccc(OC)c(S(=O)(=O)N2CCCC(C)C2)c1 (stereo unspecified)
    1, 5
COC(=O)c1nc(-c2ccccc2)n[nH]1
    4, 9
CCCCn1c(NC(=O)C2CCCCC2)nc2ccccc21
    -13, 3
CCn1c2ccccc2c2cc(NC(=S)N3CCOCC3)ccc21
    -1, 10
CN1CCN(S(=O)C23CC4CC(CC(C4)C2)C3)CC1 (stereo unspecified)
    1, 3
COCC(C)NC(=O)C1CC(=O)N(c2ccc(C)cc2)C1 (stereo unspecified)
    -3, 2
Cc1cc2cc(CNC(=O)c3ccc(S(=O)(=O)N4CCCCC4)cc3)ccc2[nH]1
    9, 6
CCC(C)n1c(NC(=O)c2ccccc2)c(C#N)c2nc3ccccc3nc21 (stereo unspecified)
    -11, -5
COc1ccccc1C(=O)N1C(CC(=O)Nc2cc(Cl)ccc2C)C(=O)NC2CCCCC21 (stereo unspecified)
    -6, 3
O=C(CCC(=O)NC1CCCCCCC1)Nc1nnc(C(F)(F)F)s1
    4, 4
CCSc1nccc(-c2nn(-c3ccc(C)cc3)ccc2=O)n1
    -2, 11
CCCn1nnc(NC(=O)C(c2ccccc2)c2ccccc2)n1
    3, -15
CCCCn1c(CNC(=O)C23CC4CC(CC(C4)C2)C3)nnc1SCC(=O)Nc1nnc(C)s1
    16, 7
COc1cc(S(=O)(=O)N(Cc2ccc(C)cc2)Cc2ccco2)ccc1-n1cnnn1
    1, 6
COc1cccc(C2=NOC(C(=O)NCc3cccs3)C2)c1 (stereo unspecified)
    9, 5
O=C1c2ccccc2C(Nc2ccccc2)N1c1ccc(Cl)cn1 (stereo unspecified)
    -11, -12
Cc1ccc(CNCC2CCCO2)s1 (stereo unspecified)
    2, 4
COc1ccccc1NC(=O)N1CCCC(c2nc3c(nnn3Cc3ccc(C)cc3)c(=O)[nH]2)C1 (stereo unspecified)
    0, 6
CCn1c(C)nc2cc(C(=O)NNS(=O)(=O)c3ccc(C)cc3C)ccc21
    2, 6

# Reformatted: results already given
Compound: O=C1c2ccccc2C(Nc2ccccc2)N1c1ccc(Cl)cn1 (stereo unspecified)
  FXIa single inh: -11
  FXIIa single: -12
Compound: Cc1ccc(CNCC2CCCO2)s1 (stereo unspecified)
  FXIa single inh: 2
  FXIIa single: 4
Compound: COc1ccccc1NC(=O)N1CCCC(c2nc3c(nnn3Cc3ccc(C)cc3)c(=O)[nH]2)C1 (stereo unspecified)
  FXIa single inh: 0
  FXIIa single: 6

# (list continues)
# Under each structure – FXIa single inh, FXIIa single
CCOC(=O)Cc1nnc(NC(=O)C(CC)Sc2nc(C)cc(C)n2)s1 (stereo unspecified)
    6, 1
CC(C)(C)NC(=O)NC(=O)CN1CCN(c2ncc(C(F)(F)F)cc2Cl)CC1
    -8, 6
COc1ccc(CCNC(=O)C2CCN(S(=O)(=O)c3cccc4nonc34)CC2)cc1OC
    -13, -12
Cc1nc(N)sc1-c1csc(Nc2ccc(Cl)cn2)n1
    -9, 6
Cc1cc(=O)c2c(o1)CC(C)(C)CC2=O
    2, 9
Cc1cc(C(=O)Cn2nnc3ccccc3c2=O)c(C)n1-c1ccccc1F
    2, 15
COc1ccc(C)cc1NC(=O)COC(=O)c1c(C)noc1C
    -2, 3
CCOC(=O)c1c(NC(=O)c2c(C)noc2C)sc2c1CCCCC2
    5, 2
O=C(c1ccc(COc2ccccc2Br)o1)N1CCN(c2ccccn2)CC1
    10, 4
Cn1c(=O)cc(SCC(=O)N2CCN(c3ccccc3)CC2)c2ccccc21
    3, 1
O=C(O)C1C2CCC(O2)C1C(=O)Nc1cnn(Cc2ccccc2)c1 (stereo unspecified)
    -3, -3
N#Cc1c(N)n(CCOC(=O)c2cccc(Br)c2)c2nc3ccccc3nc12
    5, -2
CC(C)Oc1ccc(CNCC2(O)CCOC(C)(C)C2)cc1 (stereo unspecified)
    0, 7
C=CCN1C(=O)CSC1=Nc1cccc(O)c1
    5, 6
CCOC(=O)C(CCC(=O)O)(CCC(C)C)c1csc(N)n1 (stereo unspecified)
    -11, 4
O=C(CN1C(=O)NC2(CCCCCC2)C1=O)N1CCN(S(=O)(=O)c2ccc(Cl)cc2)CC1
    8, 3
Cc1ccc(/C=N/N2CCN(Cc3cccc4ccccc34)CC2)o1
    -11, 0
CCN(CC)S(=O)(=O)c1ccc(N2CCOCC2)c(NC(=O)C(=O)c2c(-c3ccccc3)cc3ccccn23)c1
    6, 25
Cc1cc(C)cc(NC(=O)CSCc2nc3c(nnn3Cc3ccc(F)cc3)c(=O)[nH]2)c1
    -4, 4
CCNC(=O)C1(c2ccccc2)CCCC1
    1, 1
COc1ccc(OC)c(-c2cn(S(=O)(=O)c3ccccc3)nc2N)c1
    7, 8
COc1cc(-c2nnc(-c3cc(OC)c(OC)c(OC)c3)o2)cc(OC)c1OC
    5, 2
Cc1[nH]c2c(Br)cccc2c1[C@H]1[C@@H](CC#N)C1(C)C
    -15, 2
CCN(CC)C(=O)CSc1nnc(COc2ccccc2)n1CC
    -4, -3
NC(=O)CSCc1nc2ccccc2s1
    8, 3
COc1ccc(-c2nnc(SCC(=O)NCc3ccco3)n2C)cc1
    -2, 5
COc1ccc(OCC(O)Cn2cnc(-c3ccc(Br)cc3)c2)cc1 (stereo unspecified)
    -2, 3
COc1cc(C(=S)N2CCC(C)CC2)ccc1O
    16, -11
N#Cc1c(NC(=O)CSc2nc(-c3ccco3)cc(C(F)(F)F)n2)sc2c1CCCC2
    0, 1
COc1ccc(C(=O)CSc2nnc(CNc3ccc(C)cc3C)o2)cc1
    -9, -5
COC(=O)CCNc1ccc2c(c1)OCCO2
    -4, 3
O=S(=O)(c1ccc(Br)s1)N1CCN(Cc2ccc3c(c2)OCO3)CC1
    -1, 6
Cc1sc(-n2c(C)cc(C=O)c2C)c(C(=O)O)c1C
    -5, 9
O=S(=O)(c1ccc2nc(Cc3cccc(C(F)(F)F)c3)[nH]c2c1)N1CCOCC1
    0, 6
O=C(c1ccc(Oc2ccccc2)cc1)c1nc2c(n1O)CCCC2
    4, 7
CCn1c(COc2ccccc2)nnc1SCC(=O)Nc1cc(C)ccc1OC
    4, 2
Cc1cc2cc(CNC(=O)c3ccc(S(=O)(=O)N(C)C)cc3)ccc2n1C
    -16, -15
Cc1nnc2c3ccccc3c(-c3ccc(O)cc3)nn12
    -7, 2
COc1cc(=O)n2c(-c3ccccc3)csc2n1
    11, -16
CC1(C)Oc2ccc(NC(=O)c3ccco3)cc2O1
    4, 7
O=C(NCCCN1CCCC1=O)c1ccccc1NS(=O)(=O)c1ccc(Br)cc1
    4, 9
Cc1cc(-c2ccccc2)c(C#N)c(N)n1
    7, 7
CCn1c2ccccc2c2cc(/C=N/n3c(C)nnc3C)ccc21
    11, 3
Cc1ccc(-n2c3c(c(=O)[nH]c2=O)C(C(F)(F)F)(C(F)(F)F)NC(=O)N3)cc1
    -3, 6
O=C(NCc1ccco1)C(c1ccccc1)N(C(=O)Cc1cccs1)c1ccccc1F (stereo unspecified)
    2, 5
Cc1cc(NC(=O)c2ccc3c(c2)C(=O)N(C)C3=O)no1
    -3, 14
Cc1ccnc(NC(=O)CCC(=O)N(CC(=O)NC2CCCCC2)CC2CCCO2)c1 (stereo unspecified)
    1, 5
CN(CC(=O)NC1CCCCC1)S(=O)(=O)c1ccc(Br)s1
    -13, -14
COc1ccc(OC)c(/C=N/NC(=O)c2cc[n+](CC(=O)c3ccccc3)cc2)c1
    5, 0
CCOc1ccc(S(=O)(=O)NCc2ccccn2)cc1
    -3, 10

# Quoted from the listing:
# `CCOc1ccc(S(=O)(=O)NCc2ccccn2)cc1` in FXIa single inh reads -3
# `Cc1ccc(-n2c3c(c(=O)[nH]c2=O)C(C(F)(F)F)(C(F)(F)F)NC(=O)N3)cc1` in FXIIa single reads 6
# `CN(CC(=O)NC1CCCCC1)S(=O)(=O)c1ccc(Br)s1` in FXIa single inh reads -13
# `O=C(NCc1ccco1)C(c1ccccc1)N(C(=O)Cc1cccs1)c1ccccc1F` (stereo unspecified) in FXIa single inh reads 2
# `COc1ccc(OC)c(/C=N/NC(=O)c2cc[n+](CC(=O)c3ccccc3)cc2)c1` in FXIa single inh reads 5
# `CCn1c2ccccc2c2cc(/C=N/n3c(C)nnc3C)ccc21` in FXIa single inh reads 11

# The results go on.
# Under each structure – FXIa single inh, FXIIa single
Cc1ccc(S(=O)(=O)N2CCN(S(=O)(=O)N3CCCCC3)CC2)cc1
    1, 15
CCCCN(C(=O)NC(=O)Nc1ccccc1OC)S(C)(=O)=O
    -4, 4
CCOC(=O)c1ccc(NC(=O)CN(c2ccc(C)cc2)S(=O)(=O)c2c(C)n[nH]c2C)cc1
    -2, 4
CCN1CCN(C(=O)CN2C(=O)c3cccc4cccc2c34)CC1
    -7, 0
CC/C(C)=C1\SC(N2CCOCC2)=NC1=O
    -2, 1
COc1ccccc1Nc1nc(N)nc(CN(C)C2CCCCC2)n1
    -2, -2
O=C1CC(c2ccccc2)c2ccc(O)cc2O1 (stereo unspecified)
    -5, 9
CCOC(=O)c1c(CNCCN(CC)CC)n(C)c2cc(Br)c(OC)cc12
    -14, -13
COCCn1c(SCC(=O)Nc2cc(C)cc(C)c2)nnc1C(C)C
    -4, -15
COc1cccc(C2CC(=O)Nc3cc(OC)c(OC)c(OC)c32)c1OC (stereo unspecified)
    2, 4
CCOC(=O)N1CCC(=C2c3ccc(Cl)cc3CCc3cccnc32)CC1
    -8, -13
O=C(NC1CC1)C1CCN(c2ccc(S(=O)(=O)N3CCOCC3)cc2Cl)CC1
    0, -10
CC(=O)Nc1ccc2[nH]c(C)c(CC=C(Cl)Cl)c(=O)c2c1
    22, -12
COC(=O)c1ccccc1NC(=O)CN(C)S(=O)(=O)c1ccc(OC)cc1
    5, 4
COc1ccc(Cc2nc3ccc(S(=O)(=O)N4CCOCC4)cc3[nH]2)cc1OC
    -4, 4
CCOC(=O)Nc1ccc(S(=O)(=O)Nc2cc(C)nc(C)n2)cc1
    29, -16
CCN1CCN(C(=O)c2cc3sccc3n2CC(=O)c2ccccc2)CC1
    -14, -12
CC(C)n1cc(C(=O)c2cc(Br)ccc2O)cc(C#N)c1=O
    -9, 5
O=C(c1cccc(F)c1)N1CCc2ccccc2C1
    0, 7
CCOc1ccc(CNC(=O)c2cc3oc4ccccc4c3n2C)cc1
    -10, 14
O=c1[nH]c2c(s1)C(c1ccccc1)C1C3CCC(C3)C1S2 (stereo unspecified)
    3, 5
Cc1nc(NCCc2ccccc2)c2oc3ccccc3c2n1
    -6, 6
COc1ccc(S(=O)(=O)N2CCN(CCC(=O)Nc3ccccc3F)CC2)cc1
    1, 7
CC(CCc1ccccc1)NC(=O)c1nnc(Cc2ccc(Cl)cc2)o1 (stereo unspecified)
    4, 9
CCCn1c(/N=C/c2c[nH]c3ccccc23)nc2ccccc21
    -6, 3
Cc1cccc(-c2cc3c(nn2)-c2ccccc2C3=O)c1
    20, -12
O=C(/C=C/c1ccc(Cl)cc1)c1cccnc1
    -5, 9
COCCSc1ccccc1C(=O)Nc1cccnc1
    4, 22
COc1ccccc1N1CCN(CCCNC(=O)Nc2ccccc2C)CC1
    3, 0
CCc1nnc(NC(=O)C2CCCN(c3nc4ccccc4s3)C2)s1 (stereo unspecified)
    -2, 1
Cc1cccc2sc(NC(=O)CSCc3ccccc3)nc12
    22, -17
Cc1cccc(N2CCN(C(=O)c3cccn4c(=O)c5c(C)c(C)sc5nc34)CC2)c1C
    26, 0
O=C(CN1CCOCC1)Nc1ncccn1
    -1, 6
Cc1cc(Cl)c(S(=O)(=O)NC(C(=O)O)c2ccccc2)cc1OCC(N)=O (stereo unspecified)
    6, 10
Nc1nc(-c2cccs2)cs1
    -3, 5
Cc1ccc(-c2nn(C)c(=O)c3ccccc23)cc1CNC(=O)Cn1nc(-c2ccccc2)c2ccccc2c1=O
    3, 0
CCSc1nnc(Nc2ccc(C)cc2)s1
    -1, 4
CC(=O)c1ccc(NC(=O)CSCC(=O)Nc2ccc3ccccc3c2)cc1
    -6, 6
O=C(O)CC(NC(=O)OCc1ccccc1)c1ccc(Br)cc1 (stereo unspecified)
    -1, 2
COc1ccc(CC(NC(C)=O)C(=O)N2CCN(C(=O)Nc3cccc(Cl)c3)CC2)cc1OC (stereo unspecified)
    1, 2
Cc1cc(NC(=O)C2C3C(=O)N(CC4CCCO4)C(C(=O)NCc4ccccc4)C34C=CC2(C)O4)no1 (stereo unspecified)
    -3, -3
CCOCN(C(=O)Cn1c(C(C)O)nc2ccccc21)c1c(C)cccc1CC (stereo unspecified)
    0, 3
CCOC(=O)c1c(C)[nH]c(C(=O)C(C)OC(=O)c2oc3ccccc3c2COC)c1C (stereo unspecified)
    8, 5
Cc1ccc(NC2CC(=O)N(Cc3ccccc3)C2=O)cc1 (stereo unspecified)
    20, -14
COc1cccc(CNC(=O)C2CCCN(c3nn4c(=O)cc(C)nc4s3)C2)c1OC (stereo unspecified)
    -4, 3

# High-throughput results as filed in PubChem.
